Assay outcomes as filed in PubChem.
M1 antagonist: antagonists of rat M1 muscarinic receptor. P08482. CHO-M1 cells, Fluo-4 calcium, ACh EC80 antagonist mode; active compounds read low. B-score at 10 µM. 64,000 compounds, 3.4% hits. AID 628;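 active means calcium fluorescence response, raw or row-and-column corrected B-score, differing from the plate sample mean either way at a set confidence level, mostly lower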
5-HT1A blocker: blocks the human serotonin 5-HT1a receptor. 62,000 compounds, 0.68% hits. P08908. CHO 5-HT1a Ga15 NFAT-bla reporter, antagonist mode. inhibition, % at 10 µM. AID 612;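 active means inhibition above the mean of all tested compounds plus 3 SD, cut at about 43% in these data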;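 further: receptor stimulated by 5-CT agonist at 100 nM near EC80; beta-lactamase reporter measured by ratiometric fluorescence of a cleavable substrate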
Target sequence (P08908 whole entry, looked up): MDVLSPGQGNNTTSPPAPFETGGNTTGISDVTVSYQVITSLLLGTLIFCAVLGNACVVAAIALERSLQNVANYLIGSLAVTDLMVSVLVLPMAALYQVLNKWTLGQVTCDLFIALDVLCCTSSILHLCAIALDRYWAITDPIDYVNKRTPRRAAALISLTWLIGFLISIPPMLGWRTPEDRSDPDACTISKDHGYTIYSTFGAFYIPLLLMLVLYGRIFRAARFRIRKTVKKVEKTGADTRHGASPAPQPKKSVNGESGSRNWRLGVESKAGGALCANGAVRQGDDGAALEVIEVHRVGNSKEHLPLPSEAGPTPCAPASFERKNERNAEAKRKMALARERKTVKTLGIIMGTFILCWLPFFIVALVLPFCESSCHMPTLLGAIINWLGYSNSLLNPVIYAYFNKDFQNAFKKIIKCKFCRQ
S1P3 agonist: agonists of human S1P3 receptor. 60,000 compounds, 0.1% hits. Q99500. AID 373. S1P3 NFAT-BLA reporter cells, agonism, FRET ratio; relative to 1 µM S1P, basal subtracted. activation, % at 4.5 µM;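 active means activation above the screen-wide mean plus 3 SD, cut at about 4.5% in these data, passing the limit was not always enough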; further: some compounds called inactive have numbers as strong as hits
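material = human S1P3 NFAT-BLA reporter CHO cells | schedule = 4 h compound at 37 °C, 2 h substrate at RT | measured by = fluorescent BLA substrate, ex 405 nm, em 460/535 nm ratio | controls = 1 µM S1P reference | replication = primary once, confirmation triplicate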
5HT1a ag: activates the human 5-HT1a serotonin receptor; CHO 5-HT1a Ga15 NFAT-bla reporter, FRET ratio; 0% basal, 100% maximal reference agonist; P08908; activation, % at 10 µM; 65,000 compounds, 0.56% hits;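 active means activation above the screen-wide mean activation plus 3 SD, cut at about 19% in these data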;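 further: 0% = DMSO wells and 100% = 5-CT at EC100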
Jurkat viability: cytotoxicity toward Jurkat cells. Jurkat E6.1 viability, ATP luminescence, 48 h. 56,000 compounds, 1.2% hits. inhibition, % at 4 µM;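 active means inhibition above the mean inhibition of all tested compounds plus 3 SD, cut at about 28% in these data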
5HT1E ag: activates the human 5-HT1E serotonin receptor. P28566. CHO 5-HT1E Ga15 NFAT-bla reporter, FRET; 0% DMSO wells, 100% control agonist wells. activation, % at 6 µM. 65,000 compounds, 0.69% hits. AID 574;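 active means activation above a set limit, the screen-wide mean activation plus 3 SD, cut at about 8.5% in these data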;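 further: 100% = positive control agonist at 1 µM giving full maximal response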
Target sequence (P28566 whole entry, looked up): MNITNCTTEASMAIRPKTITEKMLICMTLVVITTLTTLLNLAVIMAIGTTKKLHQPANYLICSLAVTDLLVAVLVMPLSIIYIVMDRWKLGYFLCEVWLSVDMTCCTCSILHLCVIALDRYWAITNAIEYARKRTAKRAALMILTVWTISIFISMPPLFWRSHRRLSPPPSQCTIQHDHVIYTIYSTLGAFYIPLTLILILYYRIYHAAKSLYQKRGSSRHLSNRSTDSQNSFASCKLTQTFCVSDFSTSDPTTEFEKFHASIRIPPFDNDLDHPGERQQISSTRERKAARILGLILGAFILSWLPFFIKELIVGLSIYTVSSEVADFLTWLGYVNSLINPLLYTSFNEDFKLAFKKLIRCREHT
M1 agonist: M1 muscarinic receptor agonism. 64,000 compounds, 3% hits. CHO-M1 cells, Fluo-4 calcium fluorescence, agonist mode; active compounds read high. AID 626. B-score at 10 µM;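 active means fluorescence rise, raw or as B-score row- and column-corrected plate score, outside the 99.7% band of its plate's samples, either direction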
S1P1 ag pot: activates or potentiates agonism at human S1P1 receptor; AID 449; activation, % at 9.5 µM; 56,000 compounds, 0.57% hits; S1P1 CRE-bla cells, forskolin, beta-lactamase FRET, potentiator mode; S1P1 agonist co-added at EC20, 2 nM; 100% = saturating reference agonist, 0% = basal; P21453;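 active means activation above a cutoff set at the mean activation of all tested compounds plus 3 SD, cut at about 54% in these data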;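 further: forskolin at 4 µM as EC80 and the EC20 agonist is SEW2871; 100% = SEW2871 at its EC100 plus forskolin at EC80; some compounds past the cut are filed as inactive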
HTR1E antagonist: antagonists of human 5-HT1E serotonin receptor. P28566. CHO 5-HT1E Ga15 NFAT-bla reporter, FRET, antagonist. inhibition, % at 6 µM. 65,000 compounds, 0.99% hits;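 active means inhibition above a set limit, the mean inhibition across every tested compound plus 3 SD, cut at about 29% in these data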;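 further: signal is the 460 over 535 nm emission ratio of beta-lactamase substrate; 0% = agonist plus DMSO wells and 100% = wells without agonist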
* = called active by the depositor; . = no result given.

molecule,M1 antagonist,5-HT1A blocker,S1P3 agonist,5HT1a ag,Jurkat viability,5HT1E ag,M1 agonist,S1P1 ag pot,HTR1E antagonist
O=C(NCc1cccs1)C1CCN(S(=O)(=O)c2ccc(Br)s2)CC1,-0.0754,3.6,.,-1.2,.,-1.4,-0.122,.,10.4
CCOC(=O)N1CCN(c2c(NCC3CCCO3)c(=O)c2=O)CC1 (configuration not stated),0.106,8.7,-1.4,-2.4,8.7,-0.7,-0.0256,3.4,10.1
Cc1ccccc1CN(c1ccc(C(=O)N2CCCC2)cc1)S(C)(=O)=O,0.366,21.4,-1.0,-3.1,4.6,-0.1,3.24*,-14.6,11.1
COc1cc(S(=O)(=O)N2CCN(C)CC2)ccc1Cl,-1.02,5.3,0.4,-1.9,3.5,-0.7,0.326,-21.4,-10.0
COC(=O)Nc1c(C)nn(Cc2ccccc2C)c1C,-0.481,1.1,-0.6,0.6,-3.9,0.5,0.921,-1.2,2.4
CC(C)(C)OC(=O)N1CCCC1C(=O)NC(Cc1ccccc1)C(=O)O (configuration not stated),-0.0847,-15.8,1.0,-2.0,-8.3,0.3,0.31,-16.0,-2.8
O=C(Nc1ccc(N2CCCC2)cc1)c1ccc(Br)o1,0.58,-15.4,-0.6,-0.7,5.3,-0.1,-0.418,-7.1,-17.8
CC(C)n1c2ccccc2c2nnc(SCC(=O)OCN3C(=O)c4ccccc4C3=O)nc21,0.0287,-3.4,0.8,-0.3,-4.5,0.0,2.9,-32.0,1.9
CCOC(=O)c1sc(NC(=O)CCn2nnc3ccccc32)c(C(=O)OCC)c1C,0.271,-5.1,-0.3,-2.5,-1.6,2.4,-0.274,-32.5,4.5
CCCC(=O)NC1=C(C#N)C2(CCCC2)Cc2ccccc21,0,18.6,-1.0,-1.2,-6.6,0.4,1.29,.,-3.8
O=C(O)c1cc(S(=O)(=O)Nc2ccc3c(c2)OCCO3)c(Cl)cc1Cl,1.36,1.5,1.1,-3.2,-0.9,-0.4,-0.0893,-12.7,-5.2
COc1ccc(Cn2nc(C)cc2C)cc1OC,-0.00645,8.8,0.1,-2.6,1.8,-0.7,-2.82,-12.3,8.4

Grouped by structure, the compounds so far with a Cl atom (two)
molecule,M1 antagonist,5-HT1A blocker,S1P3 agonist,5HT1a ag,Jurkat viability,5HT1E ag,M1 agonist,S1P1 ag pot,HTR1E antagonist
COc1cc(S(=O)(=O)N2CCN(C)CC2)ccc1Cl,-1.02,5.3,0.4,-1.9,3.5,-0.7,0.326,-21.4,-10.0
O=C(O)c1cc(S(=O)(=O)Nc2ccc3c(c2)OCCO3)c(Cl)cc1Cl,1.36,1.5,1.1,-3.2,-0.9,-0.4,-0.0893,-12.7,-5.2

Later entries.
molecule,M1 antagonist,5-HT1A blocker,S1P3 agonist,5HT1a ag,Jurkat viability,5HT1E ag,M1 agonist,S1P1 ag pot,HTR1E antagonist
COc1cccc(C(=O)Nc2nnc(-c3ccc(F)cc3)o2)c1,0.039,1.2,0.1,0.7,1.9,0.0,-1.29,-9.4,1.0
Cc1ccc2nc3c(cc(C(=O)NCC4CCCO4)n3C)c(=O)n2c1 (configuration not stated),0.498,-10.0,-0.7,-0.6,-2.1,-0.3,0.996,-4.2,5.5
Cc1ccc2c(c1)CCCN2C(=O)c1c(C)noc1C,-1.19,-7.6,-0.2,-1.6,-0.3,0.1,-0.622,11.0,3.0
COc1ccc(C)cc1S(=O)(=O)N(C)CC(=O)Nc1ccc2c(c1)OCO2,0.399,-1.7,0.3,0.3,-4.7,0.1,0.474,.,9.2
Cc1ccc(NC(=O)C2CCCN2S(=O)(=O)c2ccc(F)cc2)c(C)c1 (configuration not stated),0.653,-4.8,0.3,-2.4,1.3,-0.3,-0.304,.,-11.9
CC1(C)NC(=O)N(CCCCOc2ccc3c(c2)CCC3)C1=O,0.00233,-13.6,0.6,2.8,-1.9,0.5,-0.0226,.,-1.1
COCCCN1C(=O)C(=O)/C(=C(/O)c2ccc(OC)cc2C)C1c1cccnc1 (configuration not stated),0.163,-11.3,1.0,-1.6,-11.9,1.0,-0.118,-7.3,1.7
Cc1nc2ccccc2c2oc(C(=O)NCc3ccccn3)cc12,0.175,0.9,-0.6,34.2*,9.3,0.1,-1.61,-36.0,-1.1
CCOC(=O)CN(C(=O)CNC(=O)c1ccco1)C(C(=O)NC1CCCC1)c1ccccc1OCC (configuration not stated),0.0397,11.1,0.3,0.3,1.1,-0.6,-0.442,-22.5,-5.4
Cc1cccc(C(=O)NCc2nnc(SCC(=O)N3CCN(c4ccccc4)CC3)n2C)c1,-0.0206,-3.8,-0.8,-1.9,-3.3,-1.2,0,0.7,8.2
Cc1cccc(N2CCN(C(=O)c3ccc(Cl)c(S(=O)(=O)NCc4ccco4)c3)CC2)c1C,0.287,6.6,-1.6,3.8,83.9*,15.5*,0.131,-5.6,8.2
CCC(NC(=O)Nc1nccs1)(C(F)(F)F)C(F)(F)F,0.0182,.,-4.0,3.4,.,-0.5,-1.46,-1.1,15.1
Cc1cccc(N2CCN(c3nnnn3-c3ccccc3)CC2C)c1 (configuration not stated),-0.0197,-8.6,.,1.2,.,0.3,-0.893,.,1.1
CCOC(=O)c1ccc(NC(=O)C(C)NS(=O)(=O)c2ccc(OC)cc2)cc1 (configuration not stated),-0.714,-12.2,-0.9,1.8,-1.3,0.1,0.0293,-16.6,-4.2
Cc1ccc(-c2nn3c(-c4cccc(Cl)c4)nnc3s2)cc1,-0.156,.,-3.1,3.9,.,-0.2,-0.317,0.8,-3.5
COc1cccc(-n2c(C)nnc2SCC#N)c1,-0.0364,-2.5,0.8,1.1,-6.5,0.1,-0.41,-9.1,0.2
COc1ccccc1NS(=O)(=O)c1ccc(Cl)cc1,-0.169,10.1,-1.0,-2.2,7.1,-0.8,-0.552,3.3,2.5
Cc1cc(C)cc(N(CC(=O)Nc2cccc(C)n2)S(=O)(=O)c2c(C)noc2C)c1,0.25,25.3,-2.0,2.1,-3.2,0.0,0.557,18.0,4.8
CCSc1nnc(NC(=O)CSc2nc3c(c(=O)n2C)SC(C)C3)s1 (configuration not stated),-0.966,5.2,0.0,0.4,-1.3,-0.3,-0.55,4.6,-5.5
CCOC(=O)C(C)Sc1nc2c(c(=O)[nH]c(=O)n2C)n1CCc1ccccc1 (configuration not stated),-0.503,0.1,-0.4,1.3,4.2,1.5,0.312,2.3,-1.3
Cc1ccc(-c2nnc3ccc(SC(C)C(=O)O)nn23)cc1 (configuration not stated),0.13,1.8,-0.7,-1.9,-4.3,1.4,0.817,-1.5,-4.5
CCCSc1nc(N)cc(=O)[nH]1,-1.05,5.4,-0.2,-1.6,-6.0,-0.4,-0.296,-7.4,-10.7
O=C(Cn1cnc2c(cnn2-c2ccc(F)cc2)c1=O)NCc1ccco1,.,-1.6,-0.4,-2.6,55.1*,-0.3,.,8.2,9.4
COc1cccc(C(=O)CN2CCC(NC(=O)NC3CCCCC3)CC2)c1,0.00837,-5.2,-0.4,0.5,-13.4,-0.7,-0.428,7.5,-1.9
Cc1nn(-c2ccccc2)c2[nH]c(=O)c(CNc3ccc(N4CCOCC4)cc3)cc12,-0.00757,-0.9,-0.1,0.6,-4.2,0.1,0.0332,16.5,-4.8
CCOC(=O)c1nc2ccccc2s1,0.301,14.5,-0.6,-5.6,0.5,-0.9,0.615,-12.4,-6.1
Oc1c(C=Nc2cccnc2)sc2ccccc12,-0.385,.,0.8,2.3,.,0.4,15.5,-2.2,-1.3
COc1cccc(C(=O)N(CN2CCCC2=O)c2cccc(Cl)c2)c1OC,0.816,2.7,-0.1,-0.9,-2.9,0.3,1.12,-19.0,-7.3
Nc1nc(SCc2ccc(Cl)cc2Cl)n[nH]1,0.108,0.8,-0.8,-0.1,1.9,-0.1,0.572,.,4.2
CCC(=O)NCc1nc2ccccc2n1Cc1ccccc1F,0.359,5.9,.,-2.1,.,-1.4,-0.122,.,3.3
O=C(NCc1ccco1)C1CCCN(S(=O)(=O)c2cccc3nonc23)C1 (configuration not stated),1.26,22.2,.,-1.0,.,-2.5,0.371,.,13.5
Cc1c(NC(=O)CCC(=O)N2CCCCC2)c(=O)n(-c2ccccc2)n1C,-0.865,16.9,-0.7,-0.3,-4.9,0.6,-0.131,-20.5,-6.2
Cc1cc(C)n(-c2nc3ccccc3c(=O)n2OCC(=O)OCc2ccccc2)n1,0.323,4.7,-0.3,-2.6,56.0*,-0.2,0.0922,-3.4,-6.4
O=C(O)CCCNc1ccc(S(=O)(=O)Nc2ccccc2C(=O)O)cc1C(=O)O,-0.157,-9.0,0.3,-2.2,-0.2,0.1,-0.231,-0.7,-15.0
O=C(NCCCn1ccnc1)c1cn(Cc2ccc(F)cc2)nn1,-0.0814,-15.6,0.9,0.2,-1.4,-0.8,-0.0158,-13.3,5.8
CCN(CC)S(=O)(=O)c1cccc(C(=O)Nc2cccnc2)c1,-0.268,-0.4,-0.5,0.3,1.6,-0.9,-0.583,6.4,-2.6

Grouped by structure: those above containing a COOH group (four)
molecule,M1 antagonist,5-HT1A blocker,S1P3 agonist,5HT1a ag,Jurkat viability,5HT1E ag,M1 agonist,S1P1 ag pot,HTR1E antagonist
CC(C)(C)OC(=O)N1CCCC1C(=O)NC(Cc1ccccc1)C(=O)O (configuration not stated),-0.0847,-15.8,1.0,-2.0,-8.3,0.3,0.31,-16.0,-2.8
O=C(O)c1cc(S(=O)(=O)Nc2ccc3c(c2)OCCO3)c(Cl)cc1Cl,1.36,1.5,1.1,-3.2,-0.9,-0.4,-0.0893,-12.7,-5.2
Cc1ccc(-c2nnc3ccc(SC(C)C(=O)O)nn23)cc1 (configuration not stated),0.13,1.8,-0.7,-1.9,-4.3,1.4,0.817,-1.5,-4.5
O=C(O)CCCNc1ccc(S(=O)(=O)Nc2ccccc2C(=O)O)cc1C(=O)O,-0.157,-9.0,0.3,-2.2,-0.2,0.1,-0.231,-0.7,-15.0
